# Screens deposited in PubChem by National Center for Advancing Translational Sciences (NCATS).
# D2 ag: D2 dopamine receptor (human) agonism; HEK293 T-REx D2 cells, calcium flux agonist mode; hit rate 0.53% among 340,000; activation, % at 2 µM;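 active means activation over 3 SD above normal in the single-dose calcium agonist read, cut at about 30% in these data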; further: 0% is about no effect
#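 Agonism scored from kinetic calcium signal (1 read/sec, 180 s) following compound pin transfer, after a 10 s baseline. Cells: HEK293 Trex line expressing inducible D2 receptor coupled to calcium, dye-loaded after overnight culture at 30 C.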
# RXFP1 ag: activates the human relaxin receptor RXFP1 | Q9HBX9 | HEK293T-RXFP1 cAMP TR-FRET, 30 min; response scale: percent of porcine relaxin response, buffer zero | Potency, µM (doses to about 57.5 µM), inactives show top-dose activation, actives largely listed as activators | hit rate 0.3% among 370,000 | AID 2676; active means well fitted activation curve with a large enough effect; further: potency means the concentration at half of the fitted maximal effect; on the % scale 0 is the no-effect control and ±100 the full control effect; nearly all actives have a fitted effect of over 60% in size; many of its hits are not listed in these tables
#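 HEK293T cells stably expressing RXFP1 were pretreated with the PDE4 inhibitor Ro 20174, exposed to compounds for 30 min at 37C, lysed, and cAMP was read by TR-FRET. Data normalized to buffer (basal) and 29 nM porcine relaxin (100%).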
# TRHR PAM: allosterically enhances the human TRH receptor; P34981; TRHR cells, fluo-8 calcium fluorescence, EC20 TRH enhancement; enhancement, % at 2 µM; hit rate 0.66% among 360,000; in the data active means enhancement above about 30%; further: 0% is about no effect
# Target sequence (P34981 whole entry, looked up): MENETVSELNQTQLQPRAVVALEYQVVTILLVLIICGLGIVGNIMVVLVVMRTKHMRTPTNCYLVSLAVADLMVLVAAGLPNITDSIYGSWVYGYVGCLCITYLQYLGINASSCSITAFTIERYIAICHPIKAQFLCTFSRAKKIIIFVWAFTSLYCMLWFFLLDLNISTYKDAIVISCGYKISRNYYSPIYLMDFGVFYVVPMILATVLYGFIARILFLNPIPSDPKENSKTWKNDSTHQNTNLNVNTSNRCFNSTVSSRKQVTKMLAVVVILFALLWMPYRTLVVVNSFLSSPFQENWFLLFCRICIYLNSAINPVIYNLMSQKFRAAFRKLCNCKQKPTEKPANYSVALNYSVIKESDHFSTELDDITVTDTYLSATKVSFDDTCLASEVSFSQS
#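 TRHR-expressing cells loaded with fluo-8 calcium dye were read kinetically (ex 480/em 530) during compound addition, then stimulated with an EC20 of TRH (10 nM final). Enhancement of the Gq-mediated intracellular calcium response was scored.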
# D1 potentiator: potentiators of human D1 dopamine receptor; P21728; HEK293 TREx D1 cells, calcium flux, dopamine EC20 potentiation; potentiation, % at 10 µM; hit rate 0.036% among 360,000; in the data active means potentiation above about 30%; further: 0% is about no effect
# Target sequence (P21728 whole entry, looked up): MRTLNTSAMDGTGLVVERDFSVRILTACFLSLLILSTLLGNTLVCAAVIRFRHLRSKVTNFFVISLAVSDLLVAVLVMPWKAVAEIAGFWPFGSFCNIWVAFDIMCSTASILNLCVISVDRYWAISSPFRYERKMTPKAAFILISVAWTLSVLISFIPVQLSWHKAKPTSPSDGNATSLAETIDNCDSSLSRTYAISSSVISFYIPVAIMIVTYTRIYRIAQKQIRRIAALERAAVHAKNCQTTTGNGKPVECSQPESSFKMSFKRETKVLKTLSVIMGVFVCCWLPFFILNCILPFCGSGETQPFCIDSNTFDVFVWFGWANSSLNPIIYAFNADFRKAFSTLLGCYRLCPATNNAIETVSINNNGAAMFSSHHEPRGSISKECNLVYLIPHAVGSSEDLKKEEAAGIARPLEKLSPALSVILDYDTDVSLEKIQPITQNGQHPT
# D1 ag: agonists of human D1 dopamine receptor; P21728; AID 504660; activation, % at 2 µM; hit rate 1% among 360,000; HEK293 T-REx D1 cells, calcium flux, agonist mode; in the data active means activation above about 30%; further: 0% is about no effect
#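 Tetracycline-induced HEK293 TREx D1 cells, force-coupled to calcium signalling, were dye-loaded with a no-wash calcium kit. Compound was pin-added after a 10 s baseline. Fluorescence was read kinetically at 1 cycle/s for 180 s, with calcium rises flagged as agonism.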
# D1 antagonist: blocks dopamine activation of the human D1 receptor. P21728. HEK293 TREx D1 cells, calcium flux, dopamine EC80; hits give low values. activity change, negative = inhibition, % at 10 µM. hit rate 3.2% among 360,000. AID 504652; in the data active means activity change below about -30%; further: on the % scale 0 is the no-effect control and ±100 the full control effect
#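 Calcium flux readout: force-coupled, inducible Hek293 Trex D1 line, cells induced overnight at 30 C with tetracycline, dye-loaded 30–90 min at RT. Antagonism scored against EC80 dopamine challenge given 180 s after compound.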
# RXFP1 antag: antagonists of human relaxin receptor RXFP1; HEK293-RXFP1, relaxin-stimulated cAMP HTRF, 30 min; hits give low values; activity change, negative = inhibition, % at 57.5 µM; AID 1259400; hit rate 0.59% among 350,000;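 active means activity change of -60% or lower, but not beyond a set lower limit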; further: on the % scale 0 is the no-effect control and ±100 the full control effect
# D2 antagonist: D2 dopamine receptor (human) antagonism; HEK293 TREx D2 cells, calcium flux, dopamine EC80; inhibition, % at 10 µM; hit rate 2% among 340,000; AID 485344; in the data active means inhibition above about 30%; further: 0% is about no effect
#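 Compounds are added to dye-loaded, induced HEK293 T-REx cells coupled to calcium release via D2; after a 3 min kinetic read an EC80 dopamine stimulus is given and fluorescence is recorded for 3 more min.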
# D2 potentiator: positively modulates the human D2 dopamine receptor allosterically | AID 485347 | hit rate 0.34% among 340,000 | P14416 | potentiation, % at 10 µM | HEK293 T-REx D2, calcium flux, EC20 dopamine potentiation;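 active means potentiation over 3 SD above the plate norm, cut at about 30% in these data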; further: 0% is about no effect
#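 Cells plated with tetracycline inducer and held overnight at 30 C; calcium dye loaded 30–90 min at room temperature; baseline taken, compound added and read 180 s; EC20 dopamine then added and read 180 s.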
# Active calls of the source: *; / = no result given.
SMILES,D2 ag,RXFP1 ag,TRHR PAM,D1 potentiator,D1 ag,D1 antagonist,RXFP1 antag,D2 antagonist,D2 potentiator
CCc1cc(C(=O)NNC(=O)CCN2CCN(c3ccccc3)CC2)sc1C,80*,2.4%,-5,-11,0,-28,8,66*,-15
COc1ccc(Cc2n[nH]c(=S)n2C)cc1Br,-0.2,0.5%,2,-2,11,13,-9,-10,1
N#CCCN1CCC(NC(=O)OCc2ccccc2)CCC1=O (stereo not given),-0.9,1.2%,0,0,0,-6,/,16,-1
CCC(CC)COC(=O)C1=C(C)NC(=O)NC1c1ccc([N+](=O)[O-])cc1 (stereo not given),-2.1,-0.5%,-3,0,0,6,-11,10,3
CCOC(=O)CN(C(=O)c1ccccc1[N+](=O)[O-])C(C)(C)C,0.4,4.0%,-3,-2,2,16,-12,9,21
O=c1[nH]c(SCc2ccc(F)cc2)nc2c1CCCC2,-0.9,-1.2%,-2,3,3,-3,-3,/,-8
O=C(O)CSc1nc2ccccc2[nH]1,-0.4,-0.1%,-4,0,2,5,-16,-2,0
C[C@@H](NC(=O)c1[nH]cnc1C(=O)Nc1ccon1)c1ccccc1,0.3,1.7%,-2,-3,4,/,/,-9,-5
C/C(N)=C(/C#N)C(=O)CSc1nnc(C)n1-c1ccccc1,2.5,0.4%,-4,-2,3,-11,2,3,7
CCCCn1c(N)c(N(CC(C)C)C(=O)c2ccco2)c(=O)[nH]c1=O,0.5,-0.3%,6,-1,1,-4,10,-33,-19
O=C(/C=C/c1ccccc1)NC(NC(=S)Nc1ccc(Cl)cc1)C(Cl)(Cl)Cl (stereo not given),1.4,-4.1%,-1,-3,6,-3,-26,-6,14
COc1ccc(CNC(=O)/C=C/c2ccccc2[N+](=O)[O-])cc1,-0.8,-1.3%,0,-4,5,-17,3,17,-12
Cc1ccccc1CSCC(=O)NNC(=S)NCC1CCCO1 (stereo not given),1.2,-0.2%,-5,-7,0,-4,-9,-4,-1
CSc1ccccc1C(=O)Nc1ccccc1C(=O)N1CCCC1,0.1,-0.5%,0,-1,2,-11,/,6,-3
Cc1ccc(NC(=O)CN2C(=O)COc3ccc(S(=O)(=O)Nc4ccccc4)cc32)c(C)c1,/,-1.3%,-11,1,3,4,/,/,-7
CCOc1ccc(CCNC(=O)c2cn(-c3ccc(OC)cc3)c(=O)c3ccccc23)cc1OCC,0.8,-0.2%,-2,-3,6,2,3,/,9
CCn1nc(C(=O)Nc2nc3ccccc3[nH]2)c2ccccc2c1=O,0.6,-0.7%,1,-4,1,9,-4,-4,-12
CC(C)CCN(C)C1CCN(S(=O)(=O)c2cccc(C(F)(F)F)c2)CC1,1.5,2.1%,-4,0,21,11,9,-11,/
Cc1nc(NC(=O)C2CC2)sc1C(=O)NC1CCCCC1,/,-2.3%,-1,-1,2,-4,-13,/,/
CC(=O)N1CCN(CC(=O)Nc2c(Cl)ccc(C)c2Cl)CC1,-1.0,1.0%,7,-1,4,-1,7,2,18
CCOc1ccc(NC(=O)Cn2cc(C(=O)c3ccccc3)c(=O)c3cc(OC)ccc32)cc1,0.0,4.7%,-2,-1,7,0,/,/,/
O=C(c1sccc1-n1cccc1)N1CCCC1,-0.4,-0.7%,9,8,1,3,-6,22,6
COC(=O)CCCC(=O)N1CCCC(C(=O)c2ccc(OC)cc2C)C1 (stereo not given),-1.1,1.9%,23,-4,3,-11,-2,-7,3
CCCC12CN(C(=O)c3ccc([N+](=O)[O-])cc3)CC(C)(CN(C(=O)c3ccc([N+](=O)[O-])cc3)C1)C2=O,-1.4,0.5%,-1,0,0,-1,24,9,3
O=C(OCc1ccccc1)/C(=C/c1ccc(Cl)cc1)NC(=O)c1ccccc1Cl,0.3,-2.2%,-7,-3,6,-24,-18,-6,8

# Brought forward from above: four entries; new compounds follow.
SMILES,D2 ag,RXFP1 ag,TRHR PAM,D1 potentiator,D1 ag,D1 antagonist,RXFP1 antag,D2 antagonist,D2 potentiator
O=C(c1sccc1-n1cccc1)N1CCCC1,-0.4,-0.7%,9,8,1,3,-6,22,6
COC(=O)CCCC(=O)N1CCCC(C(=O)c2ccc(OC)cc2C)C1 (stereo not given),-1.1,1.9%,23,-4,3,-11,-2,-7,3
CCCC12CN(C(=O)c3ccc([N+](=O)[O-])cc3)CC(C)(CN(C(=O)c3ccc([N+](=O)[O-])cc3)C1)C2=O,-1.4,0.5%,-1,0,0,-1,24,9,3
O=C(OCc1ccccc1)/C(=C/c1ccc(Cl)cc1)NC(=O)c1ccccc1Cl,0.3,-2.2%,-7,-3,6,-24,-18,-6,8
CN1CCN(S(=O)(=O)c2ccc3[nH]cc(C(=O)O)c(=O)c3c2)CC1,2.7,-0.9%,14,6,1,-12,2,-4,10
Cn1c(=O)c2cc(S(=O)(=O)NCCC(=O)NCC3CCCO3)ccc2n(C)c1=O (stereo not given),-0.1,5.8%,3,3,3,-7,-14,0,-10
Nc1nonc1NC(=O)CSc1ncccc1C(=O)O,0.4,2.0%,-6,0,2,-2,-3,7,-3
Cc1ccc(CNC(=O)Cc2cccs2)cc1,-0.7,0.2%,-6,-4,0,2,-2,2,0
CCC(c1nnnn1C(C)(C)CC)N(CCCN1CCOCC1)Cc1cc2cccc(C)c2[nH]c1=O (stereo not given),0.7,4.3%,9,-1,1,-9,-18,17,-2
O=C(NCc1ccc(F)cc1)C1CCCN1C(=O)Nc1cccc(F)c1 (stereo not given),-1.8,-1.3%,-5,0,1,31,15,4,1
O=C(COC(=O)CNS(=O)(=O)c1c(Cl)cccc1Cl)Nc1ccccc1Sc1ccccc1,-0.1,-0.7%,-3,-2,3,12,-13,0,-5
CC1(C)Cc2nc(NC3CCCCC3)c(C#N)cc2CO1,-1.1,4.3%,2,13,2,3,-11,1,1
COc1ccccc1-c1nnc(NC(=O)C(C)Sc2nncn2C)s1 (stereo not given),/,3.3%,7,1,1,3,-10,/,/
Cc1ccc(C(=O)N2CCC(C)CC2)cc1NC(=O)c1nsc2ccccc12,-0.1,16%,-8,0,0,4,-19,/,-3
OCC[C@@H]1C[C@H](O)[C@@H](O)[C@@]2(CCc3ccccc3CO2)O1,-1.1,-1.9%,1,-1,2,16,/,-2,4
CC1CN(S(=O)(=O)c2ccccc2)CC(C)O1 (stereo not given),-3.1,0.0%,-6,1,2,-35*,11,9,-3
COC(=O)[C@@H](NCc1cccc(CN[C@H](C(=O)OC)C(C)C)c1)C(C)C,-0.1,-0.1%,-1,-2,0,-4,/,-9,-1
COc1ccc(Br)cc1CN(C)CC(=O)Nc1c(Cl)ccc(C)c1Cl,-0.2,2.2%,-8,1,8,15,-11,-1,0
Cc1cc(-c2nnc(SCC(=O)Nc3c(C)cccc3C)n2N)n[nH]1,1.0,0.8%,2,1,1,-7,-7,-10,-3
Cc1cccc(C)c1OCc1cc(C(=O)N2CCN3CCCC3C2)no1 (stereo not given),-0.3,0.8%,-2,1,5,-20,-9,-2,-7
CCOc1ccccc1NC(=O)C1CCN(S(=O)(=O)c2c(C)noc2C)CC1,0.1,1.4%,7,1,2,-1,-14,14,-5
CN(C)C(=O)Cn1nc(-c2ccccc2)c2ccccc2c1=O,-0.4,1.2%,4,7,3,4,9,-3,7
CCc1ccccc1N(C)C(=O)c1ccc2c(=O)n3c(nc2c1)CCCCC3,/,0.3%,1,-1,2,5,-10,/,-2
COc1ccc(S(=O)(=O)N2CCCCC2)cc1NC(=O)Cc1cccs1,-0.3,0.0%,1,/,2,0,2,38*,-11
CC1=CSC2=NC(=O)/C(=C\c3cccn3-c3ccccc3)C(=N)N12,-1.8,-0.5%,-3,6,1,4,/,-17,5
CC(Sc1n[nH]c(N)n1)C(=O)NC1CCCCC1C (stereo not given),0.0,1.0%,-2,1,2,16,4,0,-17
COc1ccc(S(=O)(=O)N2CCOCC2)cc1NC(=O)COC(=O)C1=COCCO1,0.3,5.5%,12,-4,1,29,-5,6,-3
Cc1nc(N2CCOCC2)c2c(C(=O)NCc3ccc(Cl)cc3)c(C)oc2n1,-0.3,-0.6%,-7,2,1,5,9,/,-7
CCn1c(C)c(Br)c(=O)c(C(=O)OC)c1-c1ccc(Cl)cc1,-1.0,0.0%,7,3,1,1,1,11,-3
Cc1cc(C)c(S(=O)(=O)N2CCCOC2CNC(=O)C(=O)NCCC2=CCCCC2)c(C)c1 (stereo not given),0.7,-2.3%,0,3,0,8,4,-2,7
COc1ccc2cc(OCC(=O)NNC(=O)Nc3ccc(OC)c(OC)c3)ccc2c1,0.5,4.2%,5,1,0,-17,-14,7,-11
NC(=O)c1c(NC(=O)c2ccccc2C(=O)O)sc2c1CCCC2,/,0.9%,-12,-4,2,5,-3,/,/
COc1ccc(S(=O)(=O)N2CCN(CC(=O)Nc3sccc3C(N)=O)CC2)cc1OC,0.6,24%,1,-6,0,-18,5,14,0
O=C(Cn1cc2c(n1)CCCCC2)Nc1c(F)c(F)cc(F)c1F,-0.2,-0.4%,7,-1,2,3,-9,-34,-1

# Two of these compounds in another layout:
# Second line of a record – D2 ag	RXFP1 ag	TRHR PAM	D1 potentiator	D1 ag	D1 antagonist	RXFP1 antag	D2 antagonist	D2 potentiator
> CC1=CSC2=NC(=O)/C(=C\c3cccn3-c3ccccc3)C(=N)N12
→ -1.8	-0.5%	-3	6	1	4	/	-17	5
> Cc1nc(N2CCOCC2)c2c(C(=O)NCc3ccc(Cl)cc3)c(C)oc2n1
→ -0.3	-0.6%	-7	2	1	5	9	/	-7

# 7 compounds out of the list above, sorted by the value under D1 potentiator, high to low.
Molecule	D1 potentiator
CN(C)C(=O)Cn1nc(-c2ccccc2)c2ccccc2c1=O	7
Cc1nc(N2CCOCC2)c2c(C(=O)NCc3ccc(Cl)cc3)c(C)oc2n1	2
Cc1cc(-c2nnc(SCC(=O)Nc3c(C)cccc3C)n2N)n[nH]1	1
Nc1nonc1NC(=O)CSc1ncccc1C(=O)O	0
O=C(Cn1cc2c(n1)CCCCC2)Nc1c(F)c(F)cc(F)c1F	-1
COC(=O)[C@@H](NCc1cccc(CN[C@H](C(=O)OC)C(C)C)c1)C(C)C	-2
NC(=O)c1c(NC(=O)c2ccccc2C(=O)O)sc2c1CCCC2	-4

# Only part of the results is shown; count on the stated rates, not on these rows.
